# Screening data as filed in PubChem BioAssay.
# Bcl-W Bim block = human Bim-Bcl-W interaction inhibition. inhibition, % at 10 µM. 190,000 compounds, 0.02% hits. bead-based flow cytometry, Bim peptide-Bcl-W binding. Q92843. AID 952;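 further: 0% = bound tracer without compound and 100% = peptide blocker; higher means less fluorescent Bim peptide bound to Bcl-W beads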
# Target sequence (Q92843 whole entry, looked up): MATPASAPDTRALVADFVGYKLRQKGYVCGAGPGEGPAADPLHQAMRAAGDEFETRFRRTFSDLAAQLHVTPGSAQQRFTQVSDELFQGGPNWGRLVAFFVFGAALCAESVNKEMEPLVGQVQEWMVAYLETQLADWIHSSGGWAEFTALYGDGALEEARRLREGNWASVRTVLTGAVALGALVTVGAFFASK
# RGS4-Gao reg = modulates binding of RGS4 to human Galphao; Multiplexed bead flow cytometry; actives lie on both sides; binding response (% of control), % at 10 µM; 220,000 compounds, 0.33% hits; AID 1415; in the data active means binding response below about 49% or above about 150%; inactive means in between;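 further: fluorescent Galphao activated with aluminum fluoride binding bead-coupled RGS4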
# Target sequence (P09471 whole entry, looked up): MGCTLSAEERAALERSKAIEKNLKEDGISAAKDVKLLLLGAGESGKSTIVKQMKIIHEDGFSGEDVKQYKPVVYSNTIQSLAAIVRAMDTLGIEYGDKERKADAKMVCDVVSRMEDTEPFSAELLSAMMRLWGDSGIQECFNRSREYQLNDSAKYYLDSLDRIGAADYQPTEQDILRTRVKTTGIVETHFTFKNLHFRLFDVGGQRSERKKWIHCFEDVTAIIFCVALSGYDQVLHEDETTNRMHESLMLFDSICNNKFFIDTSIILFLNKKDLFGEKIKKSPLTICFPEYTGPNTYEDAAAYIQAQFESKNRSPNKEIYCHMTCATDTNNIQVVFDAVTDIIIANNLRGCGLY
# Bim-Bcl-2 = inhibitors of Bim-Bcl-2 interaction, human; 190,000 compounds, 0.06% hits; Bead-based flow cytometry, Bim peptide-Bcl-2 binding; inhibition, % at 10 µM; AID 950; in the data active means inhibition above about 40%; inconclusive means no clear call, values can overlap the other calls;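 further: 0% = no compound wells with probe peptide and 100% = reference peptide inhibitor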
# Bcl-B Bim block = human Bim-Bcl-B interaction inhibition | Q9HD36 | bead-based flow cytometry, Bim peptide-Bcl-B binding | inhibition, % at 10 µM | 190,000 compounds, 0.073% hits;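 further: 0% = tracer peptide without compound and 100% = reference inhibitor peptide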
# Target sequence (Q9HD36 whole entry, looked up): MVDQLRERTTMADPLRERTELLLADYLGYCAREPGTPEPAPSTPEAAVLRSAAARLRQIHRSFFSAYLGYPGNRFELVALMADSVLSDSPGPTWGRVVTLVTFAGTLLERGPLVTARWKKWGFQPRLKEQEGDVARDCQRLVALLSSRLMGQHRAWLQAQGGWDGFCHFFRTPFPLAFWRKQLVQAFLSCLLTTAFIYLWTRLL
# Bcl-XL Bim block = inhibitors of Bim-Bcl-XL interaction, human; Q07817; Bim peptide-Bcl-XL binding, bead flow cytometry, fluorescence; 190,000 compounds, 0.04% hits; inhibition, % at 10 µM; AID 1007
# Target sequence (Q07817 whole entry, looked up): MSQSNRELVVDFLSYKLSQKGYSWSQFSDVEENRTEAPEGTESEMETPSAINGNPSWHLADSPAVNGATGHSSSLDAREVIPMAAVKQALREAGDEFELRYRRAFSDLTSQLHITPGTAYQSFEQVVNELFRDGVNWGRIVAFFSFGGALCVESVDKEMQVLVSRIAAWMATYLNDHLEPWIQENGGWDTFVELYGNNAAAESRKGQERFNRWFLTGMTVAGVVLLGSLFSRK
# Bfl-1 Bim block = disrupts Bim binding to human Bfl-1 | Bead-based flow cytometry, Bim-Bfl-1 binding inhibition | inhibition, % at 10 µM | 190,000 compounds, 0.12% hits | AID 1008;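 further: 0% = wells without compound plus tracer and 100% = blocker peptide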
# ABCG2 inh = blocks JC-1 efflux by human ABCG2 transporter; inhibition, % at 6.6 µM; 190,000 compounds, 0.1% hits; Q9UNQ0; IgMXP3 cells, flow cytometry;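 active means inhibition above 80%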;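 further: 0% = DMSO and 100% = nicardipine control wells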
#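 Times: 10 min at 25 °C | Test system: Two drug-resistant human cell lines, ABCG2 and ABCB1 | Quantity: 3 million cells/mL final, two lines in 1:1 ratio | Signal: Flow cytometry, 530 nm JC-1 signal | Dosing: Compound at 6.6 µM | Controls: Nicardipine and DMSO wells | Reagent: JC-1 as fluorescent efflux pump substrate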
# RGS7-Gao reg = human RGS7-Galphao interaction regulation | P09471 | Multiplexed bead flow cytometry, RGS7-Galphao binding; actives lie on both sides | binding response (% of control), % at 10 µM | 220,000 compounds, 0.35% hits | AID 1439; in the data active means binding response below about 49% or above about 150%; inconclusive means no clear call, values can overlap the other calls; inactive means in between;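 further: fluorescent Galphao held in activated GDP-AlF4 state binding bead-coupled RGS7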
# ABCB1 inh = human ABCB1 inhibition, ABCG2 as counter-screen. P08183. CCRF-Adr cells, JC-1 efflux, flow cytometry. inhibition, % at 6.6 µM. 190,000 compounds, 0.067% hits. AID 1326; in the data active means inhibition above about 40%;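 further: 0% = vehicle and 100% = reference inhibitor; higher value means more JC-1 retained so stronger ABCB1 efflux block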
# Bim-Mcl-1 = disrupts Bim peptide binding to human Mcl-1; Q07820; Bead-based flow cytometry, Bim peptide-Mcl-1 binding; 190,000 compounds, 0.1% hits; AID 1009; inhibition, % at 10 µM;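 further: 0% = no compound tracer wells and 100% = peptide blocker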
# RGS8-Gao = human RGS8-Galphao interaction regulation. 220,000 compounds, 0.34% hits. AID 1423. P09471. multiplexed bead flow cytometry, RGS8-Galphao binding; actives lie on both sides. response (percent of control binding), % at 10 µM; in the data active means response below about 60% or above about 140%; inactive means in between;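 further: Galphao activated as the GDP aluminium fluoride complex binding bead-coupled RGS8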
# Active calls of the source: *; u = inconclusive; x = no result given; + = active, no number. Unless noted, no stated cut-off is given here; in the data, active means inhibition above about 40%.
canonical_smiles,Bcl-W Bim block,RGS4-Gao reg,Bim-Bcl-2,Bcl-B Bim block,Bcl-XL Bim block,Bfl-1 Bim block,ABCG2 inh,RGS7-Gao reg,ABCB1 inh,Bim-Mcl-1,RGS8-Gao
CCOc1ccc(N2C(=O)CC(SCC(=O)O)C2=O)cc1 (stereo unspecified),-2,103,0,-5,-1,0,1,98,0.5,-2,99
CCOc1ccc(CNC(=O)C2CCC(=O)N2C2CCCC2)cc1OC (stereo unspecified),0,103,0,2,0,-1,5,103,0.4,0,102
CC(=O)Nc1c(C)nn(-c2ccc([N+](=O)[O-])cc2)c1C,-4,101,-2,-2,0,-4,1,103,0.1,-1,101
Cc1scc(C(=O)NNC(=S)NCc2ccccc2)c1C,4,102,0,-38,-2,8,-1,103,0.1,-8,102
CC1CCCC(NC(=O)COC(=O)CSc2ccc3ccccc3c2)C1C (stereo unspecified),-5,91,-4,-10,-8,-1,5,93,-0.2,-10,93
O=C(NN1C(=O)/C(=C\c2cccnc2)SC1=S)c1ccco1,2,109,1,0,2,-1,-1,112,-0.3,1,108
CCn1c(/C=C/c2ccccc2)nc2ccccc2c1=O,0,99,-4,-3,0,-7,6,95,1.0,-3,102
O=C(NCc1ccccn1)c1cc2c(ccc3ccccc32)oc1=O,-2,93,0,-5,-4,0,12,92,0.4,-7,94
CC(C)=CC(=O)Nc1nnc(C(C)C)s1,-2,102,-1,1,0,-3,2,101,0.1,-1,98
Cc1ccc(CC2C(=O)N(c3ncccn3)C(=O)C2C)cc1 (stereo unspecified),-2,95,-11,-8,-6,-12,0,97,0.3,-4,100
CCOc1ccc(N(C(C)C(=O)Nc2cccnc2)S(C)(=O)=O)cc1 (stereo unspecified),0,98,-4,-2,-1,-4,1,97,0.4,0,100
COc1ccc(N2CCN(C(=O)c3c(C)nn(-c4ccccc4)c3C)CC2)cc1,-1,96,-5,-5,-9,-2,0,95,0.3,-6,82
OCCN1CCN(c2ncnc3ccc(Br)cc23)CC1,0,100,-6,-6,-7,-8,0,103,-0.8,-1,102
Cc1nc2ncnn2c(N2CCC(C(=O)NC3CCCC3)CC2)c1Cc1ccccc1,1,101,-5,-3,0,-8,1,104,0.5,0,105
COc1ccccc1N/C(N)=N/c1nc(C(F)(F)F)cc(=O)[nH]1,0,101,-1,0,0,-4,2,93,0.4,2,100
COC(=O)CNc1cccc(C(F)(F)F)c1,-4,98,-4,-5,-2,-6,3,99,1.2,-3,100
CCCC(=O)N1CCN(c2ccc(NC(=O)c3ccc([N+](=O)[O-])o3)cc2)CC1,-3,100,3,3,-6,-6,2,103,0.1,3,97
O=C(Cn1cncn1)NCc1cccc(C(F)(F)F)c1,-1,100,-2,-1,-1,-7,0,103,0.2,0,100
NC1=NS(=O)(=O)NC1c1ccc(Cl)cc1 (stereo unspecified),2,102,0,-2,-1,-11,1,102,0.3,1,102
COc1ccc(NC(=O)C(c2ccc(C)cc2)N(C)C(=O)c2ccc(=O)[nH]c2)cc1 (stereo unspecified),-2,102,0,-1,-4,0,0,101,0.2,-1,101

# Laid out differently: entries from further up.
# Second line of a record: Bcl-W Bim block	RGS4-Gao reg	Bim-Bcl-2	Bcl-B Bim block	Bcl-XL Bim block	Bfl-1 Bim block	ABCG2 inh	RGS7-Gao reg	ABCB1 inh	Bim-Mcl-1	RGS8-Gao
OCCN1CCN(c2ncnc3ccc(Br)cc23)CC1
  0	100	-6	-6	-7	-8	0	103	-0.8	-1	102
CCCC(=O)N1CCN(c2ccc(NC(=O)c3ccc([N+](=O)[O-])o3)cc2)CC1
  -3	100	3	3	-6	-6	2	103	0.1	3	97

# The list continues:
canonical_smiles,Bcl-W Bim block,RGS4-Gao reg,Bim-Bcl-2,Bcl-B Bim block,Bcl-XL Bim block,Bfl-1 Bim block,ABCG2 inh,RGS7-Gao reg,ABCB1 inh,Bim-Mcl-1,RGS8-Gao
N/C(Cc1ccc([N+](=O)[O-])cc1)=N\OC(=O)C1CCCCC1,-2,101,-5,-6,-2,-8,1,107,0.3,-3,105
CCN(CC)c1ccc(/C=C2/C(=O)c3ccc(C(=O)O)cc3C2=O)cc1,x,90,u,x,x,x,+,86,140*,x,97
COc1ccccc1C(=O)N/C(=C\c1ccccc1)C(=O)NC(C)C(=O)O (stereo unspecified),0,103,-4,-4,0,-8,1,103,0.2,2,106
COc1ccc(C(=O)N2CCC(C(=O)Nc3ccc4c(c3)OCO4)CC2)cc1,-2,98,0,-6,-5,-1,6,99,0.9,-6,102
O=C(C/C=N/OCc1ccc(Cl)cc1Cl)c1ccc(Cl)cc1,-1,98,-1,0,-3,0,0,95,-0.2,0,102
O=[N+]([O-])c1cc(S(=O)(=O)N2CCCCCC2)ccc1F,-6,98,0,-4,-6,-3,22,99,0.4,-5,101
CCOC(=O)c1cc(C)n(S(=O)(=O)c2ccc(C)cc2)c1C,-4,100,-2,-3,-3,-2,0,101,0.2,-2,100
CC1=CC(C)(C)N(C(=O)c2ccccc2)c2ccc(C)cc21,-2,101,-1,-2,3,1,0,99,0.1,0,100
CC(=O)n1cc([C@@H]2C=C(C(=O)N3CCN(Cc4ccccc4)CC3)O[C@H](OCc3ccc(CO)cc3)C2)c2ccccc21,-3,110,0,-8,-2,-3,11,112,15,-2,105
CCCC(=O)Nc1c(C)n[nH]c1C,-1,99,-2,-1,0,-1,1,103,0.1,-5,98
Cc1ccc(NC(=O)CN(C)CC(=O)Nc2ccc(F)c(Cl)c2)cc1,1,101,0,-1,0,-3,17,u,1.5,0,99
Cc1nc(NCCCn2ccnc2)c2ccccc2n1,1,106,-3,-1,0,0,-1,103,-0.2,-1,105
COc1cc(CNCCc2ccccc2)cc(Br)c1OCC(=O)Nc1ccccc1C,-3,103,-4,-9,-5,-7,12,u,8.8,0,107
COc1ccc(/C=C2\C(=O)NC(=S)N2C(=O)c2ccc(F)cc2)cc1,-5,102,-3,-5,-9,-4,-7,102,0.0,-9,103
CC1Sc2ccc(C(=O)O)cc2NC1=O (stereo unspecified),1,94,-5,-4,-4,-13,0,91,0.1,1,96
CS(=O)(=O)c1nc(-c2ccccc2)cc(C(F)(F)F)n1,4,98,6,-7,-5,-2,1,106,0.0,-2,97
Cc1csc(NC(=O)Cc2ccccc2[N+](=O)[O-])n1,-7,103,-5,-13,-9,-15,5,104,0.8,-5,103
Cc1ccc(S(=O)(=O)C(C#N)c2nc3ccccc3nc2OCCO)cc1 (stereo unspecified),-1,101,-5,-2,-1,-6,-7,u,-0.7,-1,101
COc1ccc2nc(N3CCCC3)[nH]c2c1,1,106,0,1,-1,5,3,101,1.2,0,98
Cc1nnc(SCC(=O)Nc2ccc(Oc3ccccc3)cc2)n1N,0,99,-5,-3,-2,-5,2,101,0.6,0,97
CCCc1nc(N)c(C#N)c(-c2cccnc2)c1CC,3,103,-2,-5,-1,-8,2,103,0.5,0,103
O=S(=O)(NCC(c1ccco1)N1CCN(c2ccc(F)cc2)CC1)c1ccc2c(c1)OCCO2 (stereo unspecified),-7,94,-9,-12,-8,-8,41,95,1.1,-7,99
CCOC(=O)CC(=O)CSc1nc2c(sc(=S)n2-c2ccccc2)c(=O)[nH]1,-4,95,-9,-8,-7,-11,0,94,0.0,-4,97
Cc1cccc(OCC(O)Cn2c(=N)n(CCN3CCCCC3)c3ccccc32)c1 (stereo unspecified),0,103,1,0,0,0,2,112,0.8,0,104
CCOc1ccc(N(CC(=O)NCc2ccccc2)S(C)(=O)=O)cc1,-1,102,-2,-1,-2,-1,1,100,0.4,0,102
COc1cc(OC)c(C2CC(=O)N3CN(c4ccccc4C)CSC3=C2C#N)cc1OC (stereo unspecified),0,103,0,-18,-5,15,2,110,0.2,-4,92
O=C(CCl)Nc1ccc2c(c1)OCO2,-2,100,-4,0,-2,-4,4,97,1.4,0,102
CCN(CC)c1ccc(C(=O)O)cc1,-3,102,-2,-1,-2,-1,-6,100,0.1,-5,102
COc1ccc(S(=O)(=O)N(C)C)cc1NC(=O)COC(=O)CC1CCCC1,-4,99,-3,1,-1,-2,22,99,1.6,-3,98
CC(C)(C)c1ccc(C(=O)OC/C(O)=C(\C#N)c2nc3ccccc3s2)cc1,-4,106,-6,-7,-4,-10,0,109,-0.2,0,105
Oc1c(C(c2cccs2)N2CCN(c3ccccc3)CC2)ccc2cccnc12 (stereo unspecified),8,96,8,-12,1,36,0,93,0.0,-6,97
Nc1nc(-c2ccco2)nn1C(=O)c1ccc(F)cc1,0,99,0,4,0,0,12,107,18,-4,100
CSc1cccc(NC(=S)N2CCC(N(C)C3CCCC3)CC2)c1,-6,97,-3,-10,-3,-3,-1,99,-0.2,-3,101
Cc1csc(NC(=O)C2CCCCN2S(=O)(=O)c2ccccc2)n1 (stereo unspecified),-2,100,-2,-1,-1,0,0,98,-0.2,-1,101
CCn1c(N2CCN(S(=O)(=O)c3ccccc3C(F)(F)F)CC2)nc2ccccc21,5,104,-6,-6,-3,-10,11,98,2.0,0,102
Cc1ccc(C(=O)NC(=S)NCCCN2CCOCC2)cc1,-2,100,-6,-3,-5,-8,10,105,0.7,-3,99
CCN=C1SC(C(=O)Nc2cc(Cl)cc(Cl)c2)CC(=O)N1CC (stereo unspecified),-2,100,0,-5,-4,-4,2,98,0.0,-2,103
CC(=O)N1CCN(c2ccc(NCc3ccccc3)cc2)CC1,4,88,0,9,2,2,4,92,0.7,-5,93
COc1ccc(Cc2nnc(NC(=O)c3c(-c4ccccc4)noc3C)s2)cc1,0,102,-3,-5,-2,-6,8,98,1.6,2,101
CCCCCCc1cc2cc(C(N)=O)c(=N)oc2cc1O,2,102,-3,2,-3,-1,4,103,0.1,-2,104
CCN(CC)CCN(Cc1cc2cc3c(cc2[nH]c1=O)OCCO3)C(=S)NCC1CCCO1 (stereo unspecified),0,100,0,0,0,-1,0,101,-0.1,1,105
CCN1CCN(C(=O)c2cc3cc([N+](=O)[O-])ccc3oc2=O)CC1,-1,80,0,-1,-3,-5,3,u,0.1,0,93
Cn1c(CO)cnc1SCc1ccc(Cl)cc1,-1,94,-2,-1,0,-2,5,92,0.4,-1,98
CS(=O)(=O)N(CC(=O)Nc1c(F)cccc1F)c1ccc(C23CC4CC(CC(C4)C2)C3)cc1,1,95,-6,-3,2,-1,0,91,0.2,0,96
COc1cccc(NC(=S)N2CCCN(Cc3ccc(F)cc3)C2)c1,0,99,-1,0,-2,2,2,99,0.1,-2,101
CCc1ccc(CN(C)CC(=O)Nc2ccccc2[N+](=O)[O-])cc1,-5,101,-6,-10,-8,-5,5,101,0.5,-7,100
CSc1cccc(NC(=O)CSc2ccc(C)cc2)c1,4,98,-11,-12,-6,-11,1,99,0.1,-6,99

# Results in RGS8-Gao and Bcl-XL Bim block (3 entries from above):
molecule	RGS8-Gao	Bcl-XL Bim block
CCN1CCN(C(=O)c2cc3cc([N+](=O)[O-])ccc3oc2=O)CC1	93	-3
Cn1c(CO)cnc1SCc1ccc(Cl)cc1	98	0
CS(=O)(=O)N(CC(=O)Nc1c(F)cccc1F)c1ccc(C23CC4CC(CC(C4)C2)C3)cc1	96	2
